Screens deposited in PubChem BioAssay by Johns Hopkins Ion Channel Center.
ANO1 block = TMEM16A chloride channel inhibitors, primary screen, cell-based, HTS; AID 588511, 2011; normalized B-score (activity score, 25-100; higher = stronger inhibition) at 10 µM; hit rate 1.2% among 310,000; Anoctamin-1 (Mus musculus), Q8BHY3; HEK293 TMEM16A/YFP iodide influx fluorescence, ionomycin;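 active = ratio plate-corrected score three or more library SD toward inhibition, starting fluorescence score within five deviations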;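 note: score derived from kinetic fluorescence span divided by baseline fluorescence per well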
TMEM16A act = TMEM16A chloride channel activators or potentiators, primary screen, cell-based, HTS | Anoctamin-1 (Mus musculus), Q8BHY3 | HEK293 TMEM16A/YFP-H148Q/I152L, iodide quench fluorescence; active compounds read low | B-score at 10 µM | hit rate 0.3% among 340,000 | AID 623877, 2012;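 active = fluorescence-ratio B-score plate-corrected deviation score at least 3 library SD below zero, with starting fluorescence score within 5 deviations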;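 note: channel opened by trigger with iodide after compound preincubation; score built on the fluorescence ratio of max minus min over baseline; more negative score means more quench and so TMEM16A activation or potentiation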
MrgX1 antag = antagonists of human MrgX1 receptor, primary screen, HEK293 cells, Fluo-4 calcium flux; Mas-related G-protein coupled receptor member X1 (Homo sapiens), Q96LB2; BAM8-22 antagonism; active compounds read low; B-score at 10 µM; hit rate 1.3% among 310,000;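 active = calcium-response B-score plate-corrected more than 3 library SD below zero, starting fluorescence within 5 deviations, no agonist response on first addition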;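 note: peak minus trough fluorescence over baseline after final BAM8-22 challenge near maximal dose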
Target sequence (Q96LB2 whole entry, looked up): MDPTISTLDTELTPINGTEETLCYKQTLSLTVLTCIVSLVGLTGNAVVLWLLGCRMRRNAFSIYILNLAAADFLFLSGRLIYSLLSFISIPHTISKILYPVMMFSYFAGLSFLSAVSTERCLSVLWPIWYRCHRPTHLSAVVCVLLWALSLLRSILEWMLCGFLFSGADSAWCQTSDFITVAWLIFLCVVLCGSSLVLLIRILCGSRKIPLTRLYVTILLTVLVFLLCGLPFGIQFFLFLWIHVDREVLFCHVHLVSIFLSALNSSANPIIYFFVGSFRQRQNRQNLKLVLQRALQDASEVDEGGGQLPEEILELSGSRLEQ
TRPC4 block = inhibitors of mouse TRPC4 channel, primary screen, Fluo4 calcium, HEK293 TRPC4beta/mu-opioid cells. Short transient receptor potential channel 4 (Mus musculus), Q9QUQ5. hit rate 0.39% among 300,000. DAMGO-evoked Fluo4 calcium flux; active compounds read low. B-score at 10 µM;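 active = B-score over 3 SD under the library average, no early fluorescence shift, positive overall ratio signal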
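Assay system: TRPC4beta/mu-opioid receptor HEK293 cell line; compound dosing: single concentration per test compound; detection: Fluo4 Ca2+ flux fluorescence; evaluation: per-well B score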
TRPC4 potent = positive allosteric modulators of TRPC4, primary screen, cell-based, mouse TRPC4beta, HEK293 mu-opioid, Fluo-4 calcium | B-score at 10 µM | hit rate 0.42% among 310,000 | DAMGO EC20, Fluo-4 Ca2+ flux; active compounds read high | Short transient receptor potential channel 4 (Mus musculus), Q9QUQ5;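 active = B-score of calcium response area above 5 SD of library B-scores, with initial fluorescence ratio within 5 SD of library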;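 note: B-score of integrated fluorescence ratio over time as area under calcium response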
TRPC6 inhibitor = mouse TRPC6 channel inhibitors, primary screen, cell-based, HEK293, membrane potential dye | B-score at 10 µM | Short transient receptor potential channel 6 (Mus musculus), Q61143 | AID 2553, 2010 | ACh-evoked depolarization; active compounds read low | hit rate 1.1% among 310,000;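 active = B-score under library mean minus 3 SD, initial fluorescence not abnormally high, positive integrated signal ratio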;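 note: B-score derived from integrated fluorescence ratio over the kinetic read; more negative B-score means stronger inhibition of depolarization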
MrgX1 allo act = positive allosteric modulators of MrgX1, primary screen, HEK293 cells, Fluo-4 calcium flux; FDSS; active compounds read high; B-score at 10 µM; hit rate 0.63% among 310,000;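 active = plate-corrected calcium response at least 3 library SD above typical, normal starting fluorescence, not activating the receptor alone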;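 note: compound read alongside a low EC10 to EC30 dose of BAM8-22 agonist; peak minus trough fluorescence over baseline measured at the second addition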
MrgX1 agonist = agonists of human MrgX1 receptor, primary screen, HEK293 cells, Fluo-4 calcium flux | Mas-related G-protein coupled receptor member X1 (Homo sapiens), Q96LB2 | Fluo-4 calcium fluorescence, agonist mode; active compounds read high | B-score at 10 µM | hit rate 0.44% among 310,000 | AID 588627, 2011;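 active = calcium response B-score plate-corrected fluorescence ratio at least 3 library SD, with starting fluorescence B-score inside 5 SD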
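Material: HEK293 cells stably expressing human MrgX1 receptor | Quantity: 15,000 cells per well | Times: Cells plated overnight, dye loaded 0.5 h 37 °C, 0.5 h room temperature | Measured by: Kinetic Fluo-4 NW fluorescence of intracellular calcium | Control set: Positive and negative controls per plate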
RGS4 block = RGS4 inhibitors, primary screen, cell-based, HEK293 M3R inducible RGS4, calcium flux; Fluo-4 calcium flux; active compounds read high; triggered by carbachol at its EC20; hit rate 0.45% among 310,000; AID 463165, 2010; B-score at 10 µM;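 active = B-score, a plate-corrected calcium signal, over three deviations above library mean, with baseline fluorescence within five deviations of library mean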;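 note: RGS4 expression induced by doxycycline in cells with stable M3 receptor; B-score is computed from the integrated fluorescence ratio over baseline after carbachol; higher B-score means a larger calcium signal and so more RGS4 inhibition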
Target sequence (P49798 whole entry, looked up): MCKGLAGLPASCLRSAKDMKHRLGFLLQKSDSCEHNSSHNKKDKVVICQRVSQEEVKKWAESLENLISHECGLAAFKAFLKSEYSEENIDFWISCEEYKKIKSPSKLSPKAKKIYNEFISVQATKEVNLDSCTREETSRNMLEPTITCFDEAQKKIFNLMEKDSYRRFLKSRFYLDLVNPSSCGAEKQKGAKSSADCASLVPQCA
TRPC4 agonist = activators of mouse TRPC4 channel, primary screen, Fluo4 calcium, HEK293 TRPC4beta/mu-opioid cells; B-score at 10 µM; Short transient receptor potential channel 4 (Mus musculus), Q9QUQ5; Fluo4 calcium fluorescence; active compounds read high; hit rate 0.49% among 310,000;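 active = B-score above 5 SD of library B-scores, and initial fluorescence ratio not above library mean plus 5 SD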;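 note: positive B-score marks a calcium rise read as TRPC4 activation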
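System: HEK293 cells stably co-expressing mouse TRPC4beta and mu-opioid receptor; Schedule: Fluo4 dye loading 45 min at room temperature, 110 s recording; Detection: Fluo4 fluorescence, kinetic; Evaluation: B-scored integrated calcium fluorescence ratio; Controls: buffer (low) and maximal DAMGO (high).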
TRPC6 activator = mouse TRPC6 channel activators, primary screen, cell-based, HEK293, membrane potential dye; HEK293-TRPC6 membrane potential dye fluorescence; active compounds read high; B-score at 10 µM; hit rate 0.13% among 310,000; AID 2550, 2010;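 active = B-score of the integrated fluorescence ratio above library mean plus 3 SD, and starting fluorescence ratio within library mean plus 5 SD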;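 note: higher score means more depolarization so channel activation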
The depositor's hits bear a star; i = inactive; x = no result given.

The line under a structure holds: ANO1 block, TMEM16A act, MrgX1 antag, TRPC4 block, TRPC4 potent, TRPC6 inhibitor, MrgX1 allo act, MrgX1 agonist, RGS4 block, TRPC4 agonist, TRPC6 activator
CN(CC(=O)Nc1cccc(F)c1)C(=O)/C=C/c1cn(Cc2ccccc2)nc1-c1cccnc1
    i, i, i, i, i, i, i, i, i, i, i
CCC(C)NC(=O)CSc1nnc(-c2ccoc2C)n1CC1CCCO1 (stereo not given)
    i, i, i, i, i, i, i, i, i, i, i
N#CCC(=N)N1CCN(c2ccc(F)cc2)CC1
    i, i, i, i, i, i, i, i, i, i, i
COCCNC(=O)C(c1cccc(OC)c1)N(C(=O)Cn1nnc2ccccc21)c1cccnc1 (stereo not given)
    i, i, i, i, i, i, i, i, i, i, i
COCCn1c(N)c(N(Cc2ccccc2)C(=O)c2oc3ccccc3c2C)c(=O)[nH]c1=O
    i, i, i, i, i, i, i, i, i, i, i
Cc1cccc(C(C)C)c1NC(=O)COC(=O)CN1C(=O)C2CC=CCC2C1=O (stereo not given)
    i, i, i, i, i, i, i, i, i, i, i
CCc1ccc(C(=O)NNc2ccc(F)cc2)cc1
    i, i, i, i, i, i, i, i, i, i, i
CC1(C)CC(NC(=O)COc2ccc(Cl)cc2Cl)CC(C)(C)N1
    i, i, i, i, i, i, i, i, i, i, i
O=C(c1cc(Cl)nc2ccccc12)N1CCCCC1
    i, i, i, i, i, i, i, i, i, i, i
Nc1nnc(SC2CC(=O)N(c3ccccc3)C2=O)s1 (stereo not given)
    i, i, i, i, i, i, i, i, i, i, i
CCN1CCc2c(sc(NC(=S)NC(=O)c3ccco3)c2C(N)=O)C1
    i, i, i, i, i, i, i, i, i, i, i
COc1cccc(N=Nc2ccc(O)c3ncccc23)c1
    i, i, i, i, i, i, i, i, i, i, i
O=C(NNc1ccccc1C(F)(F)F)c1cccs1
    i, i, i, i, i, i, i, i, i, i, i
COc1ccc2c(c1)C(C)=CC(C)(C)N2C(=O)CNCc1ccc2c(c1)OCO2
    i, i, i, i, i, i, i, i, i, i, i
O=C(c1cccc(F)c1)N1CCCC(C(=O)N2CCCCCC2)C1 (stereo not given)
    i, i, i, i, i, i, i, i, i, i, i
O=C(CSc1ccccc1)N1CCN(c2ccccc2)CC1
    i, i, i, i, i, i, i, i, i, i, i
CCOCCCNC(=O)c1ccc2c(c1)ncn2-c1ccccc1OC
    i, i, i, i, i, i, i, i, i, i, i
O=C(c1cccs1)N(CCN1CCCCC1)CC1CCCN(C2CCCC2)C1 (stereo not given)
    i, i, i, i, i, i, i, i, i, i, i
COc1ccc(CC(=O)OCC(=O)Nc2ccc(Cl)cn2)cc1
    i, i, i, i, i, i, i, i, i, i, i
c1ccc(-c2nc3nc4ccccc4nc3n2Cc2ccco2)cc1
    i, i, i, i, i, i, i, i, i, i, i
COc1ccc(NC(=O)C2Cc3cccc(OC)c3O/C2=N\O)cc1 (stereo not given)
    i, i, i, i, i, i, i, i, i, i, i
COc1cccc(OC)c1OCCCCN1CCCCC1
    i, i, i, i, i, i, i, i, i, i, i
Cc1sc(NC(=O)COc2cccc(-n3cnnn3)c2)c(C#N)c1C
    i, i, i, i, i, i, i, i, i, i, i
Cc1cc(C(=O)Nc2ccc(Cl)cc2)n(-c2ccccc2)n1
    i, i, i, i, i, i, i, i, i, i, i
O=C(c1ccco1)N1CCN(C(=O)c2snc3ccc(Cl)cc23)CC1
    i, i, i, i, i, i, i, i, i, i, i
Nn1c(SCC(=O)Nc2ccccc2)nnc1C1CCCCC1
    i, i, i, i, i, i, i, i, i, i, i
CC1CNCCN1S(=O)(=O)c1cccc2cnccc12 (stereo not given)
    i, i, i, i, i, i, i, i, i, i, i
COc1ccc(C2C(C(N)=O)=C(C)Nc3nc(CCCO)nn32)cc1OC (stereo not given)
    i, i, i, i, i, -5.9*, i, i, i, i, i
CC(=O)/C(=N/Nc1ccc([N+](=O)[O-])cc1)N1CCCc2ccccc21
    i, i, i, i, i, i, i, i, i, i, i
C=CCn1c(SCC(=O)c2cc(C)n(C(C)COC)c2C)nc2sc(C)c(C)c2c1=O (stereo not given)
    i, i, i, i, i, i, i, i, i, i, i
COc1ccc(-n2cnnc2SCC(=O)N2CCN(S(=O)(=O)c3ccccc3)CC2)cc1
    i, i, i, i, i, i, i, i, i, i, i
Cc1cccc(C(=O)n2c(=S)nc3ccccn32)c1
    i, i, i, i, i, i, i, i, i, i, i
COC(=O)c1cccc(NC(=O)Cc2coc3cc(OC)ccc23)c1
    i, i, i, i, i, i, i, i, i, i, i
COc1ccc(NC(=O)Nc2nnc(CC(=O)NCc3ccccc3)s2)cc1
    i, i, i, i, i, i, i, i, i, i, i
CC(C)OCCCn1c(SCC(=O)N2CCc3ccccc32)nc2ccccc2c1=O
    i, i, i, i, i, i, i, i, i, i, i
CCSc1ncc(C)cc1[N+](=O)[O-]
    i, i, i, i, i, i, i, i, i, i, i
c1ccc(-c2nc3ccccc3o2)nc1
    i, i, i, i, i, i, i, i, i, i, i
CSCCC(NC(N)=O)C(=O)N(C)CC(=O)Nc1cc(C)ccc1C (stereo not given)
    i, x, i, i, i, i, i, i, i, i, i
c1ccc(OCCSc2nnnn2C2CCCCC2)cc1
    i, i, i, i, i, i, i, i, i, i, i
Cc1cc(Cl)ccc1OCC(=O)NNC(=O)C1CCCO1 (stereo not given)
    i, i, i, i, i, i, i, i, i, i, i
C(=C\n1nnc2ccccc21)/c1ccccn1
    i, i, i, i, i, i, i, i, i, i, i
CN(C(=O)CCNC(=O)Cn1cnc2ccccc2c1=O)c1ccccc1F
    i, i, i, i, i, i, i, i, i, i, i
Cc1ccc(N(CC(=O)Nc2ccccc2-c2ccccc2)S(=O)(=O)c2ccccc2)c(C)c1
    i, i, i, i, i, i, i, i, i, i, i
Cn1cc(CCNC(=O)C2CCC(=O)N(CCc3ccc(Cl)cc3)C2)cn1 (stereo not given)
    i, i, i, i, i, i, i, i, i, i, i
COc1ccc(NC(=O)Nc2ccc3c(c2)OCO3)c(C)c1
    i, i, i, i, i, i, i, i, i, i, i
C/C(=N\S(=O)(=O)c1ccc(C)cc1)Nc1cc(C(C)C)c(O)cc1C
    i, i, i, i, i, i, i, i, i, i, i
O=C(Cc1ccccc1)NCc1ccncc1
    i, i, i, i, i, i, i, i, i, i, i
CCN(CC)S(=O)(=O)c1ccc2c(c1)nc(CCC(=O)OCC(=O)Nc1c(F)cccc1F)n2C
    i, i, i, i, i, i, i, i, i, i, i
Cc1cc(C)cc(-n2ccnc2SCC(=O)Nc2ccc3c(c2)OCCO3)c1
    i, i, i, i, i, i, i, i, i, i, i
Cc1ccc(NC(=S)NC(=O)c2ccc(Br)o2)c(C)c1
    i, i, i, i, i, i, i, i, i, i, i
CNC(=O)c1ccc(-c2sc3nc(N4CCOCC4)c4c(c3c2N)CCCC4)o1
    i, i, i, i, i, i, 12*, i, i, i, i
CCN(Cc1ccccc1)C(c1cc2cc(C)ccc2[nH]c1=O)c1nnnn1CCOC (stereo not given)
    i, i, i, i, i, i, i, i, i, i, i
O=C(N/N=C/C1CC=CCC1)c1ccc(O)cc1O (stereo not given)
    i, i, i, i, i, i, i, i, i, i, i
COc1ccc(CCN2CC(C(=O)Nc3ccccc3F)CC2=O)cc1OC (stereo not given)
    i, i, i, i, i, i, i, i, i, i, i
O=C(O)CC1(CC(=O)NCc2ccc(-c3cccs3)cc2)CCCCC1
    i, i, i, i, i, i, i, i, i, i, i
CN=c1oc2ccc(Cl)cc2cc1C(N)=O
    i, i, i, i, i, i, i, i, i, i, i
CCN(c1ccccc1)P(=O)(Nc1ccccc1)Nc1ccccc1
    i, i, i, i, i, i, i, i, i, i, i
O=C(c1ccc(Cl)cc1)c1coc2ccc(O)cc12
    i, i, i, i, i, i, i, i, i, i, i
COc1cc(Cl)cc(C=O)c1OCC(=O)O
    i, i, i, i, i, i, i, i, i, i, i
CC(C)(O)C#Cc1ccc(C(=O)NC2CCCCC2)s1
    i, i, i, i, i, i, i, i, i, i, i

(cont.)
The line under a structure holds: ANO1 block, TMEM16A act, MrgX1 antag, TRPC4 block, TRPC4 potent, TRPC6 inhibitor, MrgX1 allo act, MrgX1 agonist, RGS4 block, TRPC4 agonist, TRPC6 activator
CC1=C(C#N)C(=O)N(C2CCS(=O)(=O)C2)C(=O)/C1=C\c1ccc(C)o1 (stereo not given)
    i, x, i, i, i, i, i, i, i, i, i
COc1ccc(CN(C(=O)c2cccs2)c2nccs2)cc1OC
    i, i, i, i, i, i, i, i, i, i, i
COCCNc1cnn(-c2ccccc2)c(=O)c1Cl
    i, i, i, i, i, i, i, i, i, i, i
CN(C)CCN(Cc1cc2cc3c(cc2[nH]c1=O)OCO3)C(=S)NCc1ccco1
    i, i, i, i, i, i, i, i, i, i, i
COc1ccc(/C=C/C(=O)OCC(=O)Nc2cc(C(N)=O)cc(C(N)=O)c2)cc1
    i, i, i, i, i, i, i, i, i, i, i
COc1ccc(CNCc2cc(OC)ccc2OC)cc1
    i, i, i, i, i, i, i, i, i, i, i
CCC(C)C(NC(=O)C1CCC(C)CC1)C(=O)NC(CCSC)C(=O)OC (stereo not given)
    i, i, i, i, i, i, i, i, i, i, i
